# CRFBP-R2 agonist: agonists of human CRF-binding protein/CRF-R2 receptor complex; 350,000 tested, 0.46% active; HEK293 CRF-R2/CRF-BP, calcium dye fluorescence (FLIPR); percent of saturating CRF peptide response; activation, % at 13.2 µM;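 active = activation of at least 50%, plus an integration ratio under a set limit after plate pattern correction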;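 also: plate controls were neutral control wells without compound for no effect and CRF at EC100 for full effect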
# M5 ag: agonists of human muscarinic M5 receptor (CHRM5). P08912. activation, % at 3 µM. CHO-K1 hM5 cells, Fluo-8 calcium fluorescence; 0% DMSO wells, 100% maximal acetylcholine response. AID 624037. 360,000 tested, 0.19% active;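 active = activation above the run's mean over test compounds plus 3 SD, cut at about 23% in these data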;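 also: signal is peak over basal fluorescence ratio across the kinetic read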
# Target sequence (P08912 whole entry, looked up): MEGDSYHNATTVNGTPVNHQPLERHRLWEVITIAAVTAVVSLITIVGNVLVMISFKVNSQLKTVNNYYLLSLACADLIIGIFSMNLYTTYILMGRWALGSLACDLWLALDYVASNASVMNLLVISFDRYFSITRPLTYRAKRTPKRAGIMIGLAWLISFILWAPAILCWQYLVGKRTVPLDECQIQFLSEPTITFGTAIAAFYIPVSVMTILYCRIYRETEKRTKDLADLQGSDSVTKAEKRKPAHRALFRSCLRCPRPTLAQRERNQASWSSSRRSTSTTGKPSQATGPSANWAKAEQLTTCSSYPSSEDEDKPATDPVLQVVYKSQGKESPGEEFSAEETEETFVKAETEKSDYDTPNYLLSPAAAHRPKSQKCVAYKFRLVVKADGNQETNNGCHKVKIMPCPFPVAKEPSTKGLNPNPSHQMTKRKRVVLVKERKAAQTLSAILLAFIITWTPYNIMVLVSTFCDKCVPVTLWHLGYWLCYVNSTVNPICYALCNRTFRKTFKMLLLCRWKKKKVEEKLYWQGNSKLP
# M4 antag: antagonists of human muscarinic M4 receptor (CHRM4). P08173. CHO-hM4 cells, ACh EC80, Fluo-8 calcium fluorescence. inhibition, % at 3 µM. 360,000 tested, 0.73% active;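 active = inhibition above its plate's cutoff, the mean inhibition of sample wells plus 3 SD, cut at about 27% in these data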;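 also: 0% = acetylcholine EC80 with DMSO and 100% = DMSO without agonist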
# M5 PAM: potentiates acetylcholine response at human M5 receptor; CHO-K1 hM5, Fluo-8 calcium, ACh EC20 PAM; 0% = ACh EC20, 100% = ACh EC100; P08912; activation, % at 3 µM; 360,000 tested, 0.3% active;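 active = activation above the run cutoff, the mean activation of all test compounds plus 3 SD, cut at about 18% in these data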
#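 Measured by: Fluo-8 calcium fluorescence; material: human M5 receptor in CHO-K1 cells; schedule: Post-acetylcholine fluorescence recording 140 s; benchmarks: low control EC20 acetylcholine (0%), high control EC100 acetylcholine (100%); read-out: Max/basal fluorescence ratio as % of EC20–EC100 ACh window; compound: single dose, 3 µM nominal final test concentration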
# CHRM1 PAM: potentiates human M1 receptor response to acetylcholine; P11229; CHO-K1 hM1, Fluo-8 calcium fluorescence, ACh EC20; 0% = ACh EC20, 100% = maximal ACh; activation, % at 3 µM; 360,000 tested, 0.088% active; AID 588819; in the data active = activation above about 19%, passing the limit was not always enough
# Target sequence (P11229 whole entry, looked up): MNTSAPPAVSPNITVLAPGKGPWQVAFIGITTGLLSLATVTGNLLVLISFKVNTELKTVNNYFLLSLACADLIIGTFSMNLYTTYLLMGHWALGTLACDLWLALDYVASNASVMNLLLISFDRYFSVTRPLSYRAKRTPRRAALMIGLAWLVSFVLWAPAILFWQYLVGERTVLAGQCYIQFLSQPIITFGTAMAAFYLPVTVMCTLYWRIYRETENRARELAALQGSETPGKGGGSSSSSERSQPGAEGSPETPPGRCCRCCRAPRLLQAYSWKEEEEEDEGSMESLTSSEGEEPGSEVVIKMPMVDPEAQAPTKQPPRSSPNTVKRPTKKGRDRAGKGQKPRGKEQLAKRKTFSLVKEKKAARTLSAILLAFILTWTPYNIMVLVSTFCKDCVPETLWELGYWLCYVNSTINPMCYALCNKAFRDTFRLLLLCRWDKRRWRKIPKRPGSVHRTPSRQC
# M4 ag: agonists of human muscarinic M4 receptor (CHRM4); P08173; CHO-K1 hM4/Gqi5, Fluo-8 calcium fluorescence; vehicle 0%, full acetylcholine response 100%; activation, % at 3 µM; 360,000 tested, 0.14% active;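 active = activation above the run mean over all test wells plus 3 SD, cut at about 32% in these data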;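 also: peak over basal fluorescence ratio per well then scaled between controls; 0% = DMSO wells and 100% = acetylcholine at EC100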
# CHRM5 antagonist: antagonists of human muscarinic M5 receptor (CHRM5) | AID 624040 | CHO-hM5 cells, Fluo-8 calcium fluorescence, ACh EC80 | P08912 | inhibition, % at 3 µM | 360,000 tested, 0.59% active;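 active = inhibition above a per-plate cutoff, the mean of that plate's test compounds plus 3 SD, cut at about 27% in these data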;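 also: 0% = acetylcholine EC80 with DMSO and 100% = DMSO without agonist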
# CHRM1 antagonist: blocks human M1 muscarinic receptor. inhibition, % at 3 µM. CHO-K1 hM1, Fluo-8 calcium fluorescence, ACh EC80 antagonist. AID 588852. 360,000 tested, 1.3% active. P11229;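 active = percent inhibition above its own plate's cutoff, namely the mean of that plate's compound wells plus 3 SD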;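 also: peak over basal fluorescence ratio during 140 s after agonist addition; 0% = ACh EC80 plus DMSO and 100% = DMSO alone without agonist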
# M4 PAM: potentiates acetylcholine response at human M4 receptor | 360,000 tested, 0.4% active | AID 624126 | CHO-K1 hM4/Gqi5, Fluo-8 calcium fluorescence, ACh EC20; 0% = ACh EC20, 100% = maximal ACh | activation, % at 3 µM;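 active = activation above its plate's cutoff, the mean activation of sample wells plus 3 SD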; also: some results filed as inactive read as strong as hits
# The depositor's hits bear a star; · = not tested or not shown; & = joins results of further samples.
# The line under a structure holds: CRFBP-R2 agonist, M5 ag, M4 antag, M5 PAM, CHRM1 PAM, M4 ag, CHRM5 antagonist, CHRM1 antagonist, M4 PAM
CCCN(C(=O)c1cn(CC)c2nc(C)ccc2c1=O)c1c(N)n(Cc2ccccc2)c(=O)[nH]c1=O
  -0.4, -3, 0, -2, 3, 1, 2, 3, 2
COc1cccc(NC(=S)NC2CC3CCCC(C2)N3C2CCCC2)c1 (centres undefined)
  4.8, -6, -14, 8, -11, 1, -8, 6, 10
O=[N+]([O-])c1ccc(N2CCNCC2)cc1NCc1cccnc1
  -0.4, -3, 2, 5, 5, 1, -5, -5, -4
COc1cc(/C=C/C(=O)O)ccc1OS(=O)(=O)c1c(C)c(C)cc(C)c1C
  -0.4, 5, 5, 3, 12, 3, 3, -5, 12
COc1cccc(COC(=O)C2CCN(S(=O)(=O)c3ccc(F)cc3)CC2)c1OC
  -0.2, -2, 13, -1, -1, 6, 8, 5, -7
CCOC(=O)N1CCC(=NNC(=O)c2ccc(O)cc2)CC1
  1.9, 1, -6, -7, 0, 1, 4, -9, 3
CCOCCCNC(=O)C(c1ccc(C)cc1)N1CCOCC1 (centres undefined)
  2.6, -2, -18, 1, 3, 1, -5, 0, 2
Cc1cccc(C(=O)Oc2ccc(/C=N/NC(=O)c3ccncc3)cc2)c1
  2.9, 2, -18, -4, -7, 5, 15, 2, 7
Cc1cc(/C=C2\SC(=S)NC2=O)c(C)n1C1CC1
  16, 0, 9, 0, 7, 0, -4, -8, -3
CN1CCN(C(=O)c2ccc(Cn3cc(Cl)cn3)o2)CC1
  -0.6, -5, -16, 0, 7, 2, 4, -7, 5
O=C1CC(c2ccccc2)CC(O)=C1C=NCC1CCCO1 (centres undefined)
  -0.6, -3, 2, -5, 10, 1, 2, -11, 10
COc1ccccc1C1C(C(=O)c2ccc(C)o2)=C(O)C(=O)N1c1cc(C)on1 (centres undefined)
  0.0, -1, 8, -1, -3, 2, 13, 5, 8
Cc1cccc(NC(=O)CSc2nnc(-c3ccccc3)n2N)c1C
  -2.0, -2, -6, 2, 8, 0, 3, -4, 0
Oc1ccc(Cc2ncc(C(F)(F)F)cc2Cl)cc1
  12, -3, -1, -4, 4, 0, -3, 9, 1
CN(Cc1ccc2nsnc2c1)C(=O)C1CCC(=O)N(CCc2ccccc2)C1 (centres undefined)
  1.5, -2, -12, -4, 18, 2, 4, -7, 2
COc1ccc(NC(=O)CC(C)CC(=O)NCc2ccc(F)cc2)c(OC)c1 (centres undefined)
  -1.4, 0, -1, 3, 6, 1, 1, -7, 4
N#Cc1ccccc1S(=O)(=O)N1CCN(CC(O)COc2ccccc2F)CC1 (centres undefined)
  0.3, 2, 4, -10, 2, 7, 10, -9, -6
Cc1cc(C)cc(NC(=S)N(CCN(C)C)Cc2cccs2)c1
  0.7, -5, 2, -6, 8, 3, 4, -11, -11
COc1cc(NC(=S)Nc2cccc(C)n2)cc(OC)c1OC
  -3.5, -6, -16, 5, 7, 1, 3, -9, 8
c1ccc2oc(NC3=NCN(CC4CCCO4)CN3)nc2c1 (centres undefined)
  1.1, -5, -5, -2, 6, 1, 12, -2, 10

# Some of these compounds in order of count of non-hydrogen atoms, high to low:
# The line under a structure holds: CRFBP-R2 agonist, M5 ag, M4 antag, M5 PAM, CHRM1 PAM, M4 ag, CHRM5 antagonist, CHRM1 antagonist, M4 PAM
COc1ccc(NC(=O)CC(C)CC(=O)NCc2ccc(F)cc2)c(OC)c1 (centres undefined)
  -1.4, 0, -1, 3, 6, 1, 1, -7, 4
Cc1cccc(NC(=O)CSc2nnc(-c3ccccc3)n2N)c1C
  -2.0, -2, -6, 2, 8, 0, 3, -4, 0
c1ccc2oc(NC3=NCN(CC4CCCO4)CN3)nc2c1 (centres undefined)
  1.1, -5, -5, -2, 6, 1, 12, -2, 10

# 4 of the entries above in order of the CHRM1 PAM value, largest number first:
# The line under a structure holds: CRFBP-R2 agonist, M5 ag, M4 antag, M5 PAM, CHRM1 PAM, M4 ag, CHRM5 antagonist, CHRM1 antagonist, M4 PAM
COc1cc(/C=C/C(=O)O)ccc1OS(=O)(=O)c1c(C)c(C)cc(C)c1C
  -0.4, 5, 5, 3, 12, 3, 3, -5, 12
Cc1cc(C)cc(NC(=S)N(CCN(C)C)Cc2cccs2)c1
  0.7, -5, 2, -6, 8, 3, 4, -11, -11
Cc1cc(/C=C2\SC(=S)NC2=O)c(C)n1C1CC1
  16, 0, 9, 0, 7, 0, -4, -8, -3
CCCN(C(=O)c1cn(CC)c2nc(C)ccc2c1=O)c1c(N)n(Cc2ccccc2)c(=O)[nH]c1=O
  -0.4, -3, 0, -2, 3, 1, 2, 3, 2

# Additional compounds.
# The line under a structure holds: CRFBP-R2 agonist, M5 ag, M4 antag, M5 PAM, CHRM1 PAM, M4 ag, CHRM5 antagonist, CHRM1 antagonist, M4 PAM
CCC(C)[C@H](NC(=O)NCCCOC(C)C)C(=O)OC (some centres undefined)
  0.5, 1, 3, 1, 8, 1, 1, -4, 6
CC(=O)C1=C(O)C(=O)N(c2cc(C(C)(C)C)on2)C1c1ccc(C(C)C)cc1 (centres undefined)
  64*, 1, 6, 4, 7, 0, -3, -3, 3
CCOc1ccc(N(Cc2ccc(OC)c(OC)c2)C(=O)c2ccco2)cc1
  -0.6, -1, 5, 12, 4, -1, 7, -2, 6
CC1CCCC(C)N1CCNC(=O)CCc1nnc2n(Cc3ccccc3)c(=O)c3ccccc3n12 (centres undefined)
  2.3, -4, 20, -5, -19, 0, 4, 20, -12
CCOc1ccccc1/C=C(\C#N)C(=O)NC1CC1
  -2.0, 3, 12, 0, 8, 1, 10, -11, -7
CC(=O)N1c2ccc(S(=O)(=O)NCC3CCC(C(=O)NC4CCCCC4)CC3)cc2CC1C (centres undefined)
  -1.3, -3, 1, 0, 1, 7, 4, -11, -4
Cc1nc2ccccc2nc(C)c1=NOCC(=O)N(c1ccccc1)C(C)C
  -0.2, -3, -15, -17, 0, 10, 16, 10, -13
O=c1c2ccccc2ncn1-c1ccc([N+](=O)[O-])cc1Cl
  -2.2, -1, 10, -4, -7, 0, 8, 12, -6
Cc1ccc(S(=O)(=O)c2c(C)nn(C(C)(C)C)c2OC(=O)C2CCCC2)cc1
  3.9, 8, 24, -1, 5, 2, -7, -6, -11
COC(=O)c1ccccc1NC(=O)Cn1c(-c2nonc2N)nc2ccccc21
  -2.5, 0, -1, -4, 3, 0, 0, -4, -3
C/C(=N\NC(=O)CCC(=O)Nc1ccc(C)c(C)c1)C1CC1
  30, -3, 14, 2, 7, 0, 0, -1, -1
C[C@]12CCC(=O)C=C1CC[C@@H]1[C@@H]2[C@@H](O)C[C@@]2(C)[C@H]1CC[C@]2(O)C(=O)COC(=O)CCC(=O)O
  1.1&0.2, 1&1, -10&-9, -3&1, 6&-1, 1&0, 0&4, -29&-19, 2&-1
COc1ccc(NC(=O)CN(C)C(=O)/C=C/c2ccc(OCc3ccccc3)cc2)cc1
  -0.4, 4, 4, 1, -4, 1, -3, 3, 5
CC1(C)OC(=O)C2=C(C[C@@H](C3CCCCC3)O[C@H]2c2ccc(F)cc2)O1
  ·, -2, -13, 2, -7, -3, -3, -20, -7
O=C(N/N=C(\Cc1ncc[nH]1)c1ccccc1)c1ccncc1
  7.8, 4, -7, -1, 0, 0, 8, 1, 4
O=C(CSc1nc(=O)n(CCCN2CCOCC2)c2c1CCC2)Nc1cccc(F)c1
  0.0, 3, -18, 7, -5, 1, 3, 2, 7
Cc1ccc(-c2nc3ccccc3[nH]2)cc1NC(=O)c1ccc2c(c1)OCO2
  -0.5, -1, -2, -12, -4, 9, 4, -1, -5
COc1cccc(-n2cnc3sc(-c4ccccc4)cc3c2=O)c1
  -3.5, -1, 6, 12, 4, 1, -2, -8, 0
O=C(NCc1ccccc1)C(c1ccc(F)cc1)N1CCN(c2ccccc2F)CC1 (centres undefined)
  ·, 1, -9, -12, ·, 9, 0, ·, -7
O=C(Nc1ccc(N2CCCCC2)c(Cl)c1)c1cccnc1
  4.1, -7, -4, -1, -3, 1, 1, 2, 1

# The line under a structure holds: CRFBP-R2 agonist, M5 ag, M4 antag, M5 PAM, CHRM1 PAM, M4 ag, CHRM5 antagonist, CHRM1 antagonist, M4 PAM
COc1cccc(C(C(=O)NC(C)(C)C)N(Cc2ccco2)C(=O)CCC(=O)Nc2cc(C)on2)c1OC (centres undefined)
  -6.1, -1, 7, -6, 1, 0, 14, 1, -3
Cc1[nH]c2ccccc2c1/C=N/NC(=O)c1cc(-c2ccncc2)nc2ccccc12
  -0.6, 1, 1, 31*, 11, 13, 24, 11, -6
O=C1c2ccccc2C(=O)C12OC2c1cccc2ccccc12 (centres undefined)
  -0.8, 0, 0, -8, 2, 1, 8, -1, -7
C#Cc1ccc(NC(=O)C2(C)CCN2C(=O)C2(c3ccccc3)CCCC2)cc1 (centres undefined)
  ·, -3, -6, -9, -13, -1, 2, 1, -9
CC1CCN(c2ccc(C(F)(F)F)cc2N)CC1
  -1.5, 3, 0, 0, -1, 0, 9, -4, 3
N#Cc1ccc(-c2csc(NNC(=O)c3ccc(Br)cc3)n2)cc1
  0.1, -6, -2, -6, 0, 3, -13, -8, 0
O=c1sc2ccccc2c(N2CCN(c3ccccc3)CC2)c1[N+](=O)[O-]
  0.7, -6, -3, 10, 4, 1, -1, -9, -2
COc1ccc(Cl)cc1NS(=O)(=O)c1cccc(C(=O)N2CC(C)OC(C)C2)c1 (centres undefined)
  -3.6, 2, 1, 2, 14, 2, 4, -13, 8
O=C(NC1CCCc2ccccc21)c1cc(S(=O)(=O)N2CCOCC2)ccc1F (centres undefined)
  2.4, -3, -12, 8, 1, 1, -1, 5, 6
COc1ccc(CCC(=O)NCC(=O)OCc2ccccc2)cc1
  -1.2, 1, -3, 3, 10, 1, -7, 5, 12
CN(C)S(=O)(=O)c1ccc(N2CCCC2)c(C(=O)OCC(=O)NC2(C#N)CCCCC2)c1
  -0.2, -2, 3, -3, -6, 0, 14, 13, 2
CCOc1ccc(-c2nc(CSCC(=O)NCCN3CCOCC3)c(C)o2)cc1
  -0.3, 3, -1, 4, 9, 0, -7, -5, 3
CCCOc1ccc(C(=O)NCC(c2ccco2)N(C)C)cc1OC (centres undefined)
  2.2, -3, 1, -2, 4, 0, 1, -9, -5
CCOc1cccc(N2C(=O)CC(N3CCN(c4ccc(S(=O)(=O)CC)cc4)CC3)C2=O)c1 (centres undefined)
  0.8, 2, -6, 4, 13, 5, 2, -17, 11
COc1ccc(S(=O)(=O)N2CCC(NC(=O)N3CCOCC3)CC2)cc1
  -1.4, -1, 0, 0, 4, -1, 7, -3, -1
CN(CC(=O)Nc1cccc2c1CCCC2)S(=O)(=O)c1ccc(Br)cc1
  -1.0, 0, -6, -1, 7, 0, -5, -5, 5
Cc1cc(C)c(S(=O)(=O)N2CCOCC2)cc1C
  0.3, 1, 5, 3, 10, 0, -7, -2, 1
Cc1csc(SCC(=O)NC(=O)NCc2ccccc2)n1
  -1.2, -10, -2, 0, 2, 0, 4, 2, 0

# CRFBP-R2 agonist: entries above that show a hit.
# The line under a structure holds: CRFBP-R2 agonist, M5 ag, M4 antag, M5 PAM, CHRM1 PAM, M4 ag, CHRM5 antagonist, CHRM1 antagonist, M4 PAM
CC(=O)C1=C(O)C(=O)N(c2cc(C(C)(C)C)on2)C1c1ccc(C(C)C)cc1 (centres undefined)
  64*, 1, 6, 4, 7, 0, -3, -3, 3

# Screens (PubChem BioAssay)
